H9c2 TAG inh – inhibitors of triacylglycerol accumulation, primary screen, cell-based, uHTS, fluorescence, H9c2. H9c2 cells, Nile Red lipid (TAG) fluorescence; cells loaded with 200 µM oleic acid. inhibition, % at 12.5 µM. actives 0.66% (n = 230,000);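 active = pattern-corrected inhibition of lipid staining of at least 50% with the nuclear-stain viability signal not falling by more than 50%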;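 note: 0% = DMSO wells and 100% = triacsin C control wells; some results filed as inactive read as strong as hits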
H9c2 TAG inh DAPI viability – second read-out of H9c2 TAG inh, no call of its own (marks repeat the call); DAPI nuclei signal change (viability), lower = more cytotoxic, %;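 whole-well DAPI fluorescence read on a plate reader as a viability signal; minus 50 percent equals half of cells still viable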
The depositor's hits bear a star. This is a subset (hit frequency here may not be typical).

Results follow in this order: H9c2 TAG inh, H9c2 TAG inh DAPI viability
- Cc1ccc(OCCC(=O)Nc2cc(S(=O)(=O)N3CCOCC3)ccc2N2CCCC2)cc1
    15, 7
- CCc1nc2ccc(C(=O)Nc3ccc(C(N)=O)cc3)cn2c1N(CCC(C)C)CCN(C)C
    34, -12
- COc1ccc(C(=O)CSc2nc(C)cc(C)n2)cc1C
    5, -4
- CCOc1ccc(NC(=O)c2ccc(NC(=S)NC3CC3)cc2)cc1
    5, -8
- CCOc1ccc(N/C(C)=C/C(=O)c2ccc3c(c2)OCCO3)cc1
    -18, 8
- O=C(Cc1ccccc1F)Nc1cc(S(=O)(=O)N2CCOCC2)ccc1N1CCOCC1
    -10, 3
- O=C(c1cnn(C(=O)COc2ccccc2F)c1)c1cc(F)ccc1O
    4, -2
- CCOC(=O)c1nnn(CC(=O)Nc2ccccc2OC)c1C(=O)OCC
    -1, -2
- CCCCCN(C(=O)CCC(=O)OCC(=O)N(CC#N)c1ccccc1)c1c(N)n(CCCC)c(=O)[nH]c1=O
    -1, -5
- COc1ccc(NC(=O)c2ccncc2)cc1S(=O)(=O)N1CCCCC1
    13, -7
- CN(C(=O)CNC(=O)c1ccc(Br)o1)C1CCCCC1
    12, -8
- Cc1ccc(C)n1CCN1CCN(C(=O)c2ccco2)CC1
    1, -5
- CCN(CC(=O)Nc1ccc(NC(C)=O)cc1)C(=O)c1cc([N+](=O)[O-])ccc1Sc1ccc(Cl)cc1
    2, -3
- CCCc1nc2ccccc2c(=O)n1-c1c(C)n(C)n(-c2ccccc2)c1=O
    -12, 2
- Cn1c(=O)n(C)c2cc(/C=N/N=C3/NC(=O)C(CC(=O)O)S3)ccc21 (stereo unspecified)
    0, 1

Following part:
Results follow in this order: H9c2 TAG inh, H9c2 TAG inh DAPI viability
- CS(=O)(=O)n1nc(OC(=O)c2cc(Br)ccc2Cl)cc1N
    -23, 9
- O=C(NCCCn1ccnc1)c1sc2cc([N+](=O)[O-])ccc2c1Cl
    -5, -3
- CCC(C(=O)NC1CCCCC1)n1c(SCc2ccccc2F)nc2ccncc21 (stereo unspecified)
    0, 0
- Cc1cc(C)cc(-n2c3nc4ccccc4nc3c3c(=O)n(Cc4ccco4)cnc32)c1
    11, 1
- CCn1cc(/C=N/NC(=O)c2ccc3c(c2)OCO3)c(C)n1
    3, -9
- COc1ccc(S(=O)(=O)N2CCOCC2)cc1C(=O)Nc1ccc(N2CCCCCC2)cc1
    -15, -4
- CN(Cc1ccccc1)C1CCN(Cc2ccccc2[N+](=O)[O-])CC1
    5, 12
- CCC/C=C1/CCCOC(C(=O)NCc2ccc(C)o2)(C(F)(F)F)C1 (stereo unspecified)
    -10, 0
- CC(C)c1ccc2c(c1)c(SC(C)(C)C)c(CC(C)(C)C(=O)O)n2Cc1ccc(Cl)cc1
    0, 6
- C=C1CCN([C@@H](CC(C)C)C(=O)NCc2ccc(Cl)c(Cl)c2)S(=O)(=O)c2ccccc21
    2, -3
- Cc1ccc2nc(Nc3ccccc3)c(/C=N/O)c(=O)n2c1
    39, -1
- COc1cccc(OC)c1C(=O)NNC(=O)c1cccnc1
    -12, -1
- O=C(O)c1ccc(CSc2nnc(-c3ccco3)o2)cc1
    -16, 1
- CC1=CC(C)(C)NC(=S)N1c1ccc(Cl)cc1
    6, 3
- CSc1ccc(S(=O)(=O)N(C)Cc2ccccc2)cc1
    -1, -1

(more compounds)
Results follow in this order: H9c2 TAG inh, H9c2 TAG inh DAPI viability
- c1cn(CC2(Cn3ccnc3)COC2)cn1
    9, -5
- O=C(/C=C/c1ccccc1)Nc1cccc(C(=O)N2CCCC2)c1
    1, -15
- O=C(CSCC(=O)Nc1ccc2ccccc2c1)NCc1ccccc1
    -2, 23
- CCc1cccc(C)c1NC(=O)CSc1nnc(Cc2csc(C)n2)o1
    7, 3
- CC(=O)N/N=C\c1cccc(OC/C=C/c2ccccc2)c1
    -13, -5
- CC1(C(=O)NS(=O)(=O)Cc2cccc(Cl)c2)CCN1C(=O)Cc1cccs1 (stereo unspecified)
    4, -5
- CCc1nc2ccc(C(=O)N3CCN(C(=O)c4ccco4)CC3)cn2c1N(C)C(=O)C1CCCCC1
    -5, 0
- O=C1CCN(C(=O)CSc2ccc(Cl)cc2)N1
    5, -7
- C=C(Cl)COC(=O)C1C2C=CC(C2)C1C(=O)O (stereo unspecified)
    -13, -1
- Cc1cccc(OCCNc2ncccc2[N+](=O)[O-])c1
    6, 6
- Cc1oc(-c2ccccc2F)nc1CS(=O)CC(=O)NCc1cccs1 (stereo unspecified)
    1, 1
- NC(=O)CS(=O)(=O)c1nc2ccccc2n1Cc1ccccn1
    5, 3
- COc1ccc(-c2noc(CCC(=O)N3CCN(c4ccc(Br)cc4)CC3)n2)cc1
    -8, 15
- CCCN(C(=O)COc1ccc(Cl)cc1Cl)c1c(N)n(Cc2ccccc2)c(=O)[nH]c1=O
    16, -17
- O=C(C1CCCO1)N1CCN(C(=S)Nc2ccccc2F)CC1 (stereo unspecified)
    4, -3

The list goes on (5 carried over from the part before).
Results follow in this order: H9c2 TAG inh, H9c2 TAG inh DAPI viability
- Cc1oc(-c2ccccc2F)nc1CS(=O)CC(=O)NCc1cccs1 (stereo unspecified)
    1, 1
- NC(=O)CS(=O)(=O)c1nc2ccccc2n1Cc1ccccn1
    5, 3
- COc1ccc(-c2noc(CCC(=O)N3CCN(c4ccc(Br)cc4)CC3)n2)cc1
    -8, 15
- CCCN(C(=O)COc1ccc(Cl)cc1Cl)c1c(N)n(Cc2ccccc2)c(=O)[nH]c1=O
    16, -17
- O=C(C1CCCO1)N1CCN(C(=S)Nc2ccccc2F)CC1 (stereo unspecified)
    4, -3
- COc1ccc(-c2cnc3c(NC=O)cc(-c4ccoc4)cn23)cc1OC
    1, -9
- COc1ccc(N=C2SCC(=O)N2CCc2ccc(OC)c(OC)c2)cc1
    -20, 9
- COc1ccccc1N1CCN(/N=C/c2ccc(OC)c(OC)c2OC)CC1
    -8, -2
- CC(C)(C)n1nnnc1C(c1cccs1)N1CCN(Cc2ccc3c(c2)OCO3)CC1 (stereo unspecified)
    -12, 15
- O=C(CC1C(=O)NCCN1Cc1cccc(F)c1)NCCCCCN1CCOCC1 (stereo unspecified)
    -1, 6
- CCOc1cccc(CNCc2cccnc2)c1OCc1ccccc1
    -11, 7
- Cc1cc2occ(CC(=O)N(C)CC(=O)Nc3ccccc3C(F)(F)F)c2cc1C
    4, -9
- CCC1(CC)NC(=O)N(CC(=O)OCc2nc3cc(C(=O)OC)ccc3c(=O)[nH]2)C1=O
    4, 4
- CN(Cc1ccccc1)C(=O)c1cccc(NC(=O)Cc2cccc(NC(=O)C3CCN(C(=O)C4CCC4)CC3)c2)c1
    8, 10
- NC(=O)CC(NC(=O)Cc1cccc2ccccc12)c1ccc(N2CCC(N3CCCC3)CC2)c([N+](=O)[O-])c1 (stereo unspecified)
    39, -31
- Cc1cccc(SCC(=O)Nc2ccc3c(c2)OCCO3)c1
    -7, -5
- CCOC(=O)C1(CCCc2ccccc2)CCN(C(=O)CCOC)CC1
    -1, -17
- [O-]/C(=C(\C(=S)Nc1cccc2ccccc12)[n+]1ccccc1)c1ccc(Cl)s1
    9, 1
- O=C(COc1ccccc1C(=O)NCc1ccncc1)Nc1ccc(Br)cc1
    -1, 1
- O=C(Nc1ccc(F)c(F)c1)C1=COCCO1
    19, -5

Further structures.
Results follow in this order: H9c2 TAG inh, H9c2 TAG inh DAPI viability
- COc1cc(C(=O)OC(C)C(=O)Nc2ccc3c(c2)OCCO3)cc(OC)c1OC (stereo unspecified)
    7, 4
- CC1=C(C(=O)N(C)C)CC(CC(=O)NC(c2ccccc2)c2ccccc2)C(=O)N1Cc1ccccc1 (stereo unspecified)
    -1, 0
- Cc1cc(=O)n2[nH]c(-c3ccc(F)cc3)nc2n1
    -10, 1
- CCCCN(CC)C(=O)Cn1ncc2c1-c1cc(C)ccc1OC2
    -6, -10
- Cc1ccc(CN2CCN(C3CSCCSC3)CC2CCO)cc1 (stereo unspecified)
    -4, -4
- O=C(CC(SCc1ccco1)c1ccc(O)cc1)c1cccs1 (stereo unspecified)
    4, 8
- CC(=O)c1ccc(-c2ccccc2OC(F)(F)F)o1
    5, -8
- NN(CCO)C(=S)Nc1ccc(Cl)cc1
    -4, -4
- CCN(CC)C1CCS(=O)(=O)C1 (stereo unspecified)
    -3, 2
- CN(C)S(=O)(=O)c1cc(NC(=O)COC(=O)C2COc3ccccc3O2)ccc1Cl (stereo unspecified)
    -11, -3
- CCOC(=O)c1ccccc1NC(=O)c1cncc(Br)c1
    2, 0
- Cc1ccc(-c2cnc3n2CCCCC3)cc1
    -1, 5
- Cc1ccc(C(=O)NCCn2cc(SCC(=O)N3CCOCC3)c3ccccc32)cc1
    11, -14
- Cc1ccc2cc3cc(C(=O)NCc4ccco4)oc3nc2c1
    3, 1
- CC1(Cc2ccc(F)cc2)C(=O)Nc2ccc(S(=O)(=O)NC3CCCCC3)cc21 (stereo unspecified)
    -4, 9

Random excerpt: 3 records from the list
Results follow in this order: H9c2 TAG inh, H9c2 TAG inh DAPI viability
- CCOC(=O)c1ccccc1NC(=O)c1cncc(Br)c1
    2, 0
- CC1=C(C(=O)N(C)C)CC(CC(=O)NC(c2ccccc2)c2ccccc2)C(=O)N1Cc1ccccc1 (stereo unspecified)
    -1, 0
- C=C1CCN([C@@H](CC(C)C)C(=O)NCc2ccc(Cl)c(Cl)c2)S(=O)(=O)c2ccccc21
    2, -3

Other compounds
Results follow in this order: H9c2 TAG inh, H9c2 TAG inh DAPI viability
- CCOc1ccccc1C1CC(c2ccc(F)cc2)Nc2nc(N)nn21 (stereo unspecified)
    6, -11
- CN1CCN(C(=S)NC(=O)c2cccc(S(=O)(=O)N(C)C)c2)CC1
    18, -3
- CC(O)Cc1nsc(NC(=O)c2cccs2)n1 (stereo unspecified)
    -3, -9
- O=C(Nc1cnn(Cc2c(Cl)cccc2Cl)c1)c1ccc([N+](=O)[O-])cc1
    -9, 14
- CCOc1ccc(C(=O)NCC(=O)NNC(=O)c2cc(C)oc2C)cc1OCC
    9, -7
- O=C1C(=Cc2cn(-c3ccccc3)nc2-c2ccc(OCc3ccccc3)cc2)SC(=S)N1CCS(=O)(=O)O
    5, -3
- Cn1nnc2cc(NC(=O)Nc3ccccc3F)ccc21
    -1, -4
- Cc1ccc(NC(=S)N2CCCCC2CO)cc1C (stereo unspecified)
    -10, -1
- CCN(CC(=O)Nc1c(F)cccc1F)C(=O)c1cc([N+](=O)[O-])ccc1N1CCCCC1
    -1, 22
- CSc1nc2c(ccc3ccccc32)o1
    3, 2
- Cc1cc(C(F)(F)F)nn1CC(=O)Nc1ccc(Br)c2cccnc12
    10, -5
- CCCCNC(=O)C1(C)CCCCN1C(=O)c1c(F)ccc(C)c1F (stereo unspecified)
    -5, 4
- Cc1nc(=O)c(-c2ccccc2)c(C)n1-c1ccc(S(N)(=O)=O)cc1
    5, 5
- CCCN1C(=O)C(O)(C2COC(C)(C)CC2=O)c2ccccc21 (stereo unspecified)
    0, 6
- COc1cccc(NC(=S)NCc2cccs2)c1
    -2, 14

Following part.
Results follow in this order: H9c2 TAG inh, H9c2 TAG inh DAPI viability
- Cc1cccc(NC(=O)CN2C(=O)S/C(=C\c3ccc(O)c([N+](=O)[O-])c3)C2=O)c1
    0, -1
- COc1ccc(S(=O)(=O)N2CCOCC2)cc1NC(=O)c1cc2c(s1)CCCC2
    -15, 0
- CC1CCCN(C(=O)NC2CC(=O)N(c3ccc4c(c3)OCCO4)C2)C1 (stereo unspecified)
    0, 0
- CN(C)C1=NC[C@H](Cc2ccccc2)N1CCC1CCCC1
    -5, 8
- O=C(O)c1cccc(NC2=Nc3cccc4cccc2c34)c1
    0, 0
- CCS(=O)(=O)NCCNc1ccc([N+](=O)[O-])cc1
    -15, 7
- Cc1nc(C(F)(F)F)ccc1C(=O)N1CCC1(C)C(=O)NCc1ccc(Cl)cc1 (stereo unspecified)
    -1, -1
- COc1ccc(OC)c(-n2c(-c3ccc(C)cc3)n[nH]c2=S)c1
    0, -9
- Cc1c(C(=O)NCCCn2ccnc2)oc2ccccc12
    -7, 16
- CCC(C)c1c(O)nc(SCC(=O)Nc2ccccc2)[nH]c1=O (stereo unspecified)
    -13, -5
- O=C(CCC(=O)N1CCN(S(=O)(=O)c2ccc(Cl)cc2)CC1)NCc1cccc(C(F)(F)F)c1
    -34, -5
- O=c1c(Cc2c(F)cccc2Cl)c(O)ccn1Cc1ccc(F)cc1
    -8, 6
- CCCC[C@@H]1C[C@H]1[C@@H](NC(=O)c1ccco1)c1ccc(Cl)cc1
    -43, 8
- CC(=O)Nc1cccc(NC(=O)CSc2ccc3nnc(CCNC(=O)c4ccccc4)n3n2)c1
    4, -5
- O=C(NCc1cccs1)C1CCCN1C(=O)Nc1cccc(F)c1 (stereo unspecified)
    10, -11

(further entries)
Results follow in this order: H9c2 TAG inh, H9c2 TAG inh DAPI viability
- CC(C)(C)C(=O)NNC(=O)c1ccc(Oc2cc(Cl)cc(Cl)c2)o1
    -4, 7
- CC1=C(C(=O)OC(C)C)C(c2cccs2)N2C(=O)C(C)SC2=N1 (stereo unspecified)
    0, 3
- Cc1ccc(Cn2nc(C)c3cc(C(=O)OCC(N)=O)sc32)cc1
    1, -1
- CCOc1ccc(NC(=S)NCc2nc3ccccc3[nH]2)cc1
    -5, 12
- CC1CCCN(c2nc(NCc3ccco3)nc(N)c2[N+](=O)[O-])C1 (stereo unspecified)
    -13, 1
- CC(SC1=NCCS1)C(=O)Nc1nnc(-c2ccc(F)cc2)s1 (stereo unspecified)
    -4, 5
- COc1cccc(-c2nc(CSCC(=O)N3CCc4ccccc43)c(C)o2)c1
    0, -9
- CCCCCc1cc(=O)c2ccccc2o1
    -36, 0

High-throughput results from PubChem.
